Screening data from PubChem BioAssay.
NPR1 activator: GC-A (human) enzyme activation. P16066. HEK293 GC-A cells, cGMP TR-FRET, EC30 ANP; 0% at EC30 ANP, 100% saturating ANP. activation, % at 10 µM. 0.14% of 370,000 active; in the data active means activation above about 40%
GAA850 FXN act: activators of GAA850 frataxin (FXN) promoter | HEK293 lucGAA850 FXN promoter luciferase reporter, 24 h; percent of 10 µM SAHA response | activation, % at 6 µM | 0.56% of 360,000 active;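 active means activation above the average of all compounds screened plus 3 SD, cutoff fixed separately per campaign, cut at about 7.5% in these data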;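 further: 0% = DMSO wells and 100% = 10 µM SAHA wells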
ADAM10 inh: inhibitors of human ADAM10 | O14672 | recombinant ADAM10, EDANS/DABCYL FRET peptide cleavage, 3 h | inhibition, % at 7 µM | 0.62% of 370,000 active | AID 720582;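 active means inhibition above a per-campaign cutoff equal to the mean of compounds falling between control-based bounds plus 3 SD, cut at about 20% in these data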;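 further: 0% = DMSO wells while the 100% control is not disclosed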
DDE Tn6 FP inh: inhibitors of Tn6 peptide binding to human fibrin DD(E); Fibrin DD(E) TRITC-Tn6 fluorescence polarization displacement; P02675; inhibition, % at 8.3 µM; 0.21% of 370,000 active; AID 720509;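 active means inhibition above a per-campaign cutoff: mean of compounds within control limits plus 3 SD, cut at about 15% in these data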;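 further: 0% = median of all compound wells on the plate and 100% = blocking peptide control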
ARFGAP1 inh: inhibitors of rat ARFGAP1; Arfgap1-stimulated ARF1 GTP hydrolysis, GDP FP detection; inhibition, % at 16.5 µM; 0.26% of 360,000 active; AID 651572;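 active means inhibition above a per-plate limit, mean inhibition of low control wells plus 3 SD, cut at about 25% in these data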;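 further: 0% = DMSO wells with enzyme and 100% = wells lacking Arfgap1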
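Assay system: Rat Arfgap1 GAP domain (His6, aa 1-136), purified enzyme | Buffer or medium: HEPES 25 mM pH 7.5, NaCl 150 mM, MgCl2, DTT | Schedule: GTP hydrolysis reaction 2 h at 25 °C | Signal: FP of antibody-bound GDP Alexa 633 tracer, ex 620/em 688 nm | Measure: Percent inhibition of Arfgap1-stimulated GTP hydrolysis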
rCAG RNA binder: molecules binding r(CAG) RNA repeats. inhibition, % at 3 µM. 1.3% of 370,000 active. AID 651821. r(CAG) RNA repeat, TO-PRO-1 dye displacement fluorescence;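 active means inhibition above the plate cutoff, the mean of all test compounds on that plate plus 3 SD, cut at about 35% in these data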;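 further: 0% = DMSO alone and 100% = 100 µM mitoxantrone as full dye displacement; higher means more dye released from RNA so lower well fluorescence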
KLK7 zymogen act: activators of human kallikrein-7 zymogen; P49862; purified proKLK7, EDANS-DABCYL substrate fluorescence; 100% is mature enzyme control, 0% vehicle; activation, % at 7 µM; 0.9% of 370,000 active;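 active means activation above the mean of all tested compounds plus 3 SD, computed per campaign excluding outliers beyond control limits, cut at about 13% in these data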
ASAP1 GAP inh: ASAP1 ArfGAP inhibition | AID 624377 | ASAP1-stimulated ARF1 GTP hydrolysis, GDP FP detection | inhibition, % at 16.5 µM | Q9ULH1 | 0.19% of 360,000 active; in the data active means inhibition above about 25%;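 further: 0% = vehicle with enzyme and substrate and 100% = no enzyme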
GC-B act: GC-B (human) receptor activation. P20594. HEK293-GC-B cells, CNP EC30, cGMP TR-FRET; 0% at EC30 CNP, 100% saturating CNP. activation, % at 10 µM. 0.11% of 370,000 active. AID 1920062;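 active means activation at 10 µM reaching about 35% in either raw or pattern-adjusted values, limit read from the data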
sPLA2-III inh: Inhibits HGIII-sPLA2 liposome hydrolysis, primary screen; Q9NZ20; QFRET BODIPY PC-A2 liposome hydrolysis, fluorescence; inhibition, % at 12.2 µM; 0.56% of 370,000 active;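 active means inhibition above mean plus 3 SD of compounds lying within the high and low control bounds, cut at about 19% in these data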;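 further: 0% = median of test compound wells and 100% = no enzyme DMSO wells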
* hit, by the source's call; i = inactive; . = no result given. Compounds were not picked by outcome. Share with any hit: about 4.5%.

SMILES	NPR1 activator	GAA850 FXN act	ADAM10 inh	DDE Tn6 FP inh	ARFGAP1 inh	rCAG RNA binder	KLK7 zymogen act	ASAP1 GAP inh	GC-B act	sPLA2-III inh
Cc1ccc(N2C(=O)CS(=O)C(c3ccccc3)C2=O)cc1C (stereo not drawn)	8	8.2*	6	1	1	3	-0.7	3	7	2
N#Cc1cnc2nc1NCCCCCCC2	-2	3.5	-11	8	2	0	-0.1	-2	3	-5
N#Cc1sc(NCc2ccccc2)nc1Cl	0	0.9	-2	-4	0	2	0.1	-7	-5	3
Cc1oc(-c2ccccc2)cc1C(=O)NCc1ccncc1	3	0.3	10	-2	-9	2	0.1	0	-2	-4
Cc1ccc(Nc2nc3c([nH]2)c(=O)n(C)c(=O)n3C)cc1	-3	-0.9	5	-2	10	51*	0.1	-4	-7	7
CC(=O)C[C@H]1c2cc(C(F)(F)F)ccc2S(=O)(=O)N1Cc1ccccc1	-1	1.0	8	-7	7	3	-0.3	3	1	1
COC(=O)c1ccc(NC(=O)Cn2nnc3ccccc32)cc1	-1	2.2	2	0	-1	4	-0.2	2	1	-1
O=S(=O)(c1cccc2nsnc12)N1CCN(Cc2ccccc2)CC1	-2	0.6	2	5	5	-1	-0.2	12	4	-3
CCCc1nnc(NC(=O)C2CC(=O)N(CCc3ccc(F)cc3)C2)s1 (stereo not drawn)	-3	2.0	-5	-8	-4	0	0.9	3	-1	1
O=C(CCN1CCCCCC1)Nc1ccc2c(c1)OCCO2	5	-0.4	-2	0	3	2	-0.1	20	4	10
CN(C)CC/C=C1/c2cc(F)ccc2CSc2ccc(F)cc21	-12	-0.5	0	-5	-10	3	0.1	-8	-7	-15
CCn1cc(/C=C(\NC(=O)c2ccc(C)cc2)C(=O)NCCN2CCOCC2)c2ccccc21	-4	-0.9	1	6	-7	-1	0.2	-3	-5	-4
Cc1nc(NC(=O)c2ccccc2O)sc1C	4	1.9	1	6	-1	-2	-0.5	-1	4	5
COc1cc(NC(=O)c2cccc(NC3=NC4CS(=O)(=O)CC4S3)c2)cc(OC)c1OC (stereo not drawn)	1	0.2	-3	1	1	4	0.5	15	2	-3
COc1ccc(NCc2nnc(SCC(=O)Nc3cc(C(F)(F)F)ccc3Cl)o2)cc1	-3	1.6	0	-9	14	5	-0.4	-8	2	-13
Cc1ccc(S(=O)(=O)c2c(N)n(C)c3nc4ccccc4nc23)cc1	5	3.9	i	2	3	12	-13	4	5	-14
Brc1ccc(CNc2ccc3ncccc3c2)cc1	10	3.4	-94	-6	-1	3	-4.5	6	-3	4
Cc1ccccc1NCc1nnc2n1CCCCC2	0	0.8	0	6	-5	-1	-0.5	13	0	-1
CC(C)CCNC(=O)c1onc(CSc2ccccc2)c1C(=O)NCCC(C)C	1	0.6	14	4	16	-2	-0.2	11	0	-3
COc1cc(/C=C/C(=O)CC(=O)/C=C/c2ccc(O)c(OC)c2)ccc1O	1	0.4	-5	-3	7	27	0.3	3	0	-4
O=C(NC(c1ccccc1)c1ccccc1)N1CCOCC1	-7	0.8	1	16*	2	-3	-0.2	3	-3	-1
Cc1ccc(S(=O)(=O)NCCNC(=O)CN2CCOCC2)cc1	-4	1.5	-3	1	5	-2	0.2	15	2	-4
CCOC(=O)C(=CNc1nc(-c2ccccc2)c(C(=O)Nc2ccc(-c3ccccc3)cc2)s1)C(=O)OCC	2	-1.2	-7	2	12	5	0.5	-6	0	2
CC/C(=N\NC(=O)C1CC1)c1cccc(Cl)c1	.	0.9	-4	4	1	3	-0.6	2	.	4
Cc1ccc2nc(NC(=O)CSc3ncnc4c3oc3ccccc34)sc2c1	-4	0.6	-3	8	-8	6	-0.1	-15	-4	-4
SMILES	NPR1 activator	GAA850 FXN act	ADAM10 inh	DDE Tn6 FP inh	ARFGAP1 inh	rCAG RNA binder	KLK7 zymogen act	ASAP1 GAP inh	GC-B act	sPLA2-III inh
CS(=O)(=O)Nc1ccccc1C(=O)NC1CC2CCC1C2 (stereo not drawn)	2	0.5	-212	6	4	-1	-4.4	3	3	-2
COCCn1c(=S)[nH]c2ncccc2c1=O	1	2.0	-5	-2	-12	1	0.7	3	-12	5
CCOC(=O)[C@@H]1[C@H]2COc3cc(OC)ccc3[C@H]2N2C(=O)N(c3ccc(OC)cc3)C(=O)[C@]12C	1	0.3	11	-4	16	-6	0.6	1	3	-6
Cc1ccc(OCC(=O)Nc2cccc(S(=O)(=O)N3CCCCCC3)c2)c([N+](=O)[O-])n1	3	3.3	9	8	8	0	0.0	9	-6	5
COc1ccc(NC(=O)C2CC(=O)N(C)C(=Nc3ccc4c(c3)OCO4)S2)cc1 (stereo not drawn)	-3	0.6	6	4	2	-1	0.2	0	0	-2
Cc1cc(CSC(=N)N)c(CSC(=N)N)cc1C	16	0.4	6	-1	-4	5	0.4	2	3	8
CCCCOCCCNC(=O)C[C@@H]1C[C@@]2(C(=O)OCC)CCC=C2N(Cc2ccc3c(c2)OCO3)C1=O	-5	.	1	1	6	-1	0.3	-6	-1	-1
Cc1c(OC(C)C(=O)N2C[C@H]3C[C@@H](C2)c2cccc(=O)n2C3)ccc2c3c(c(=O)oc12)CCC3 (stereo partly drawn)	-2	1.4	-227	6	10	-2	-13	1	-4	13
COc1cc(C(=O)Nc2cccc3ncccc23)cc(OC)c1OC	-1	0.1	0	-2	-5	-2	-0.4	0	-2	5
COc1ccc(C(=O)Nc2ccc3ccccc3c2)cc1OC	-6	2.7	-2	0	-4	4	3.2	7	-3	-2
Cn1c(=O)c(C(=O)Nc2ccccn2)c(O)c2ccccc21	-2	2.5	-5	-3	-3	5	-0.1	-6	-1	2
Cc1nn(C(=O)c2cccnc2)c(C)c1C	4	0.1	-9	-5	-4	0	0.4	5	0	2
COc1ccccc1NC(=O)c1cc(C(=O)Nc2ccccc2OC)cc(N2C(=O)CCC2=O)c1	-3	2.1	-2	6	-5	10	-0.1	1	4	4
CC(C)(C)c1ccc(C2C(C(=O)c3ccco3)=C(O)C(=O)N2CC2CCCO2)cc1 (stereo not drawn)	4	-0.9	-2	5	-11	6	0.4	0	-5	-4
COc1ccccc1NC(=O)CSc1nc(=O)n(Cc2ccncc2)c2c1CCCC2	-1	1.7	3	-5	8	-3	1.0	5	-4	-2
COc1ccccc1-n1c(C)c(C(C)=O)c2cc(O)ccc21	8	0.5	17	8	-10	-2	-0.6	-10	3	-14
O=C(CCCl)Nc1ccc(S(=O)(=O)NCc2ccco2)cc1	-1	0.6	6	-1	-4	2	0.3	6	3	-1
COc1ccc(S(=O)(=O)N2CCN=C2SCc2cccc(F)c2)cc1	1	-1.2	0	-6	-1	-3	0.9	-4	-1	-15
Cc1c(C(=O)Nc2ccc(Br)cc2)cnn1C	-2	2.5	-5	4	3	-3	0.2	-1	-1	5
COc1ccc(N2CCN(CCCNC(=O)Cn3c(=O)c4cccn4c4ccccc43)CC2)cc1	-3	0.0	-6	-2	-4	-7	0.1	-5	-5	-4
O=C(Nc1ccccc1Cl)c1cc(C2CCCCN2C(=O)c2cccs2)on1 (stereo not drawn)	1	-0.9	2	3	1	2	1.1	-13	2	-4
C=CCNC(=S)/N=c1/ccccn1CCC	-1	-1.2	-7	4	1	-2	1.7	3	8	7
Cc1ccc(O)c(-c2cc(-c3ccccc3[N+](=O)[O-])[nH]n2)c1	-23	4.3	15	-11	13	15	-0.1	17	-9	-51
CCOc1ccc(S(=O)(=O)N2CCC(C(=O)NCc3ccccn3)CC2)cc1Cl	-2	0.1	3	0	-1	5	0.6	13	4	-4
O=C(CCS(=O)(=O)c1ccccc1)Nc1ccc(N2CCN(Cc3ccccc3)CC2)cc1	4	0.6	-12	-6	10	2	0.2	11	6	1
COCCn1c(=O)[nH]c2cc(C(=O)N3CCN(c4ccc(OC)cc4)CC3)ccc2c1=O	-6	2.3	3	3	4	-1	-0.1	-3	-5	7
Cc1cc(CN2CCCCC2)oc1C(=O)O	4	-2.5	1	4	-3	-2	-0.6	-2	1	5
NC(=O)Cc1ccc(OCc2nn[nH]n2)cc1	-2	-0.3	-12	1	-6	1	-0.7	-6	3	4
O=C(Cc1ccsc1)Nc1ccc(S(=O)(=O)C(F)F)cc1	2	6.0	3	2	6	3	0.2	5	-3	0
CCNC(=O)N(C)C[C@H]1N[C@@](C)(C(=O)OC)[C@H]2C(=O)N(Cc3ccccc3)C(=O)[C@@H]12	2	-1.4	-14	5	0	-1	0.5	7	2	10
